JMJD2C inh – inhibitors of GASC-1 histone demethylase, primary screen, biochemical, fluorescence, DELFIA europium; hit rate 0.069% among 330,000; inhibition, % at 2.35 µM; GST-JMJD2C(1-420) H3K9me3 demethylation; Lysine-specific demethylase 4C (Homo sapiens), Q9H3R0;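 active = more than half of a compound's replicate wells show inhibition beyond 50%, single wells judged on their own value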;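 also: signal counts dimethyl H3K9 product captured on neutravidin plate; 0% = median of DMSO wells and 100% = 0.3 times that DMSO median; strong numbers were not always called active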
procasp7 counter – procaspase-7 activators, primary screen, counter-screen for procaspase-3 activator project, biochemical, absorbance, HTS, human. hit rate 0.093% among 330,000. activation, % at 8.5 µM. Caspase-7 (Homo sapiens), P55210. recombinant procaspase-7, Ac-DEVD-pNA absorbance 405 nm; D23A/D198A/D206A triple mutant, cannot self-cleave; scale: DMSO 0, 5 µM enzyme 100. AID 463210, 2010;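 active = percent activation above the screen-wide mean plus 3 SD, cut at about 25% in these data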
Target sequence (P55210 whole entry D23A/D198A/D206A): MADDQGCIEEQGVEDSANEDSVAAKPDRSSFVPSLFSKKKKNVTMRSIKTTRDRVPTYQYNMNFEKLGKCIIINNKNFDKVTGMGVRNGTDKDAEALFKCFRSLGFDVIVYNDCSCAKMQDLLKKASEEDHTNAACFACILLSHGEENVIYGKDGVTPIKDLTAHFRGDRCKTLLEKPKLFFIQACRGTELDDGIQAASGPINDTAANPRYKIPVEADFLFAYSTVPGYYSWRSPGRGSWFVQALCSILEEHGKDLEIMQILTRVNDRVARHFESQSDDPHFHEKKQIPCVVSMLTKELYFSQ
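Assay system: Uncleavable procaspase-7 mutant enzyme / Input: 2 µM procaspase-7 mutant as dispensed / Dosing: single nominal 8.5 µM compound dose, 0.8% DMSO final / Timing: 1 h enzyme–compound preincubation and 2 h substrate reaction, both 25 °C / Detection: p-Nitroaniline absorbance at 405 nm, read at 0 and 120 min / Replication: singlicate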
core dimer inh – inhibitors of HCV core protein dimerization, primary screen, biochemical, TR-FRET, high-throughput; TR-FRET GST/Flag-core106 dimerization, 1536-well; inhibition, % at 5 µM; hit rate 0.33% among 300,000; AID 1899, 2009;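 active = inhibition above the mean of all tested compounds plus 3 SD, set per screening campaign, cut at about 45% in these data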
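System: GST-tagged and Flag-tagged HCV core protein residues 1-106 / Input: core106 proteins, GST 13.5 nM and Flag 17 nM / Buffer or medium: KF-containing HEPES buffer, pH 7.45, DTT, CHAPS, BSA / Probe or stimulus: Eu-anti-GST and XL665-anti-Flag labelled anti-tag antibodies / Schedule: 4 h, 22.5 °C incubation / Technique: TR-FRET 671 and 617 nm emission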
TPT1 inhibitor – Candida albicans TPT1 enzyme inhibitors, primary screen, biochemical, fluorescence polarization; tRNA 2'-phosphotransferase TPT1 (Candida albicans SC5314); recombinant caTPT1, FP RNA substrate dephosphorylation; inhibition, % at 5 µM; hit rate 0.81% among 300,000; AID 1962, 2009;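 active = inhibition above the mean of all tested compounds plus 3 SD, set per screening campaign, cut at about 24% in these data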;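 also: plate controls were DMSO alone for no effect and ferristatin control at 100 nM for full effect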
Efflux pump inh – inhibitors of Candida efflux pumps in yeast, primary screen, S. cerevisiae, Nile Red, multiplex; S. cerevisiae Candida pump triplex; inhibition, % at 10 µM; hit rate 0.44% among 330,000; AID 485275, 2010;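 active = plate passing quality check with inhibition over a set limit, or well fluorescence over plate mean plus 4 SD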;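 also: Nile Red retained in pooled yeast measured as flow cytometry median fluorescence; 0% = buffer negative control and 100% = Enniatin B positive control; higher means more Nile Red kept so more efflux inhibition; some compounds called inactive have numbers as strong as hits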
CTSL1 counter – Fasciola hepatica cathepsin L1 inhibitors, primary screen, counter-screen for PFM18AAP inhibitor project, biochemical, QFRET, fluorogenic peptide substrate. hit rate 0.49% among 300,000. recombinant F. hepatica cathepsin L1, Z-Leu-Arg-MCA fluorescence. inhibition, % at 5.96 µM;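 active = inhibition above the mean of all tested compounds plus 3 SD, set per screening campaign, cut at about 17% in these data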;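 also: 0% = plate median of test compound wells and 100% = 1 µM Z-Phe-Ala-diazomethylketone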
procasp3 activ – activators of human procaspase-3 D3A mutant, primary screen, biochemical, absorbance, PC-3 D3A mutant, single concentration | Caspase-3 (Homo sapiens), P42574 | recombinant procaspase-3 D3A, Ac-DEVD-pNA absorbance 405 nm | activation, % at 8.5 µM | hit rate 0.11% among 330,000;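 active = activation above the mean of all tested compounds plus 3 SD, cut at about 21% in these data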;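 also: 0% = DMSO alone and 100% = DMSO wells spiked with extra 5 µM PC-3 D3A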
Target sequence (P42574 whole entry D9A/D28A/D175A): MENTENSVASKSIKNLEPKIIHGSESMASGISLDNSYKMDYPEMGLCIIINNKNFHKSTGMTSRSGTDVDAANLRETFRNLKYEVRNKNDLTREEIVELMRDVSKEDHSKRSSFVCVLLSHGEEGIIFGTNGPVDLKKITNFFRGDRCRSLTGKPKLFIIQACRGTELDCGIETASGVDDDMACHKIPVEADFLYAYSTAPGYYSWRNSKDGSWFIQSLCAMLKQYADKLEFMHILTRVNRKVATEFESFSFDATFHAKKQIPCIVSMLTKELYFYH
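Assay system – Procaspase-3 D3A mutant, all three cleavage aspartates alanine · Controls – DMSO-only low control, 5 µM PC-3 D3A high control · Schedule – 1 h compound preincubation, 2 h substrate hydrolysis at 25 °C · Signal – 405 nm absorbance of p-nitroaniline, reads at 0 and 120 min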
PP5 inh – PP5 phosphatase inhibitors, primary screen, biochemical, fluorescence | Serine/threonine-protein phosphatase 5 (Homo sapiens), P53041 | purified PP5c, OMFP substrate fluorescence | inhibition, % at 6.7 µM | hit rate 0.18% among 320,000;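 active = inhibition above the campaign's mean inhibition across all tested compounds plus 3 SD, cut at about 9.5% in these data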;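 also: 0% = DMSO only and 100% = 100 µM cantharidin control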
PP1 counter – PP1-alpha phosphatase inhibitors, primary screen, counter-screen for PP5 inhibitor project, biochemical, fluorescence, OMFP substrate, single point; Serine/threonine-protein phosphatase PP1-alpha catalytic subunit (Homo sapiens), P62136; purified PP1alpha; inhibition, % at 6.7 µM; hit rate 0.9% among 320,000; AID 2235, 2010;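 active = inhibition above the mean inhibition of all tested compounds plus 3 SD, computed separately for each screening campaign, cut at about 15% in these data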
Target sequence (P62136 whole entry, looked up): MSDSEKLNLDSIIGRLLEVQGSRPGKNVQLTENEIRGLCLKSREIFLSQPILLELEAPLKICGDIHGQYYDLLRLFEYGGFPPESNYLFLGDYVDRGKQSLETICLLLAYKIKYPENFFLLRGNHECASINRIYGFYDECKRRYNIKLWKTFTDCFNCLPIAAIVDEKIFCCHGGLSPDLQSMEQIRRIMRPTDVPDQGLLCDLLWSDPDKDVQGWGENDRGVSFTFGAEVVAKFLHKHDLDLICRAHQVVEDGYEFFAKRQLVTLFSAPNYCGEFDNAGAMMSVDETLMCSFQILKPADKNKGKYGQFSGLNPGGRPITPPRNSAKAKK
* hit, by the source's call.

Screening CC(C)CC1NC(=O)N(CC(=O)N2c3ccccc3NC(=O)C2(C)C)C1=O (stereo unspecified) returned JMJD2C inh 1, procasp7 counter -1, core dimer inh 1, TPT1 inhibitor -2, Efflux pump inh 0.2, CTSL1 counter 9, procasp3 activ 4, PP5 inh -1.6 and PP1 counter 5.
Screening O=C(c1ccc(F)cc1)N(NC(=O)C(O)(c1ccccc1)c1ccccc1)c1ccccc1 returned JMJD2C inh -4, procasp7 counter 1, core dimer inh 14, TPT1 inhibitor -2, Efflux pump inh -0.1, CTSL1 counter 0, procasp3 activ 4, PP5 inh -0.5 and PP1 counter 6.
COc1ccc(CCN2C(=O)CC(NNC(=O)c3cccc(O)c3)C2=O)cc1 (stereo unspecified) was read as JMJD2C inh -1, procasp7 counter 0, core dimer inh 2, TPT1 inhibitor 2, Efflux pump inh 0.1, CTSL1 counter -4, procasp3 activ 9, PP5 inh -0.9 and PP1 counter -1.
For CCN(CC)S(=O)(=O)c1ccc(NN=c2c(=O)c3ccccc3c2=O)cc1 the results were JMJD2C inh 0, procasp7 counter 3, core dimer inh -5, TPT1 inhibitor -2, Efflux pump inh 0.1, CTSL1 counter 0, procasp3 activ 3, PP5 inh -0.3 and PP1 counter -1.
For Cc1ccccc1NS(=O)(=O)c1cc(S(C)(=O)=O)ccc1Cl the results were JMJD2C inh 5, procasp7 counter 1, core dimer inh -1, TPT1 inhibitor 2, Efflux pump inh 0.0, CTSL1 counter -6, procasp3 activ 9, PP5 inh 2.1 and PP1 counter -3.
CCOC(=O)c1ccc(-n2c(C)nc3ccc(Br)cc3c2=O)cc1 was read as JMJD2C inh 18, procasp7 counter 6, core dimer inh -5, TPT1 inhibitor -4, Efflux pump inh -0.1, CTSL1 counter 0, procasp3 activ -2, PP5 inh -0.5 and PP1 counter 0.
`O=C(Nc1ccccc1)N(Cc1cccnc1)Cc1ccco1` gave JMJD2C inh -5, procasp7 counter -8, core dimer inh 1, TPT1 inhibitor -1, Efflux pump inh 0.0, CTSL1 counter -1, procasp3 activ -6, PP5 inh -0.1 and PP1 counter -2.
`O=C(C1CCN(S(=O)(=O)c2ccc(Br)cc2)CC1)N1CCOCC1` gave JMJD2C inh 4, procasp7 counter 4, core dimer inh -22, TPT1 inhibitor -4, Efflux pump inh 0.0, CTSL1 counter 1, procasp3 activ -8, PP5 inh 0.3 and PP1 counter -3.
`Cc1cc(OCC(=O)C(C)(C)C)c2c(C)c(C)c(=O)oc2c1` gave JMJD2C inh -4, procasp7 counter 6, core dimer inh 1, TPT1 inhibitor 5, Efflux pump inh 0.0, CTSL1 counter 1, procasp3 activ 0, PP5 inh -0.2 and PP1 counter 3.
Screening CC(C)C(C(=O)NCc1ccco1)N(C(=O)CNS(=O)(=O)c1ccccc1)c1ccccc1 (stereo unspecified) returned JMJD2C inh -21, procasp7 counter -9, core dimer inh 6, TPT1 inhibitor 2, Efflux pump inh 0.3, CTSL1 counter -4, procasp3 activ -32, PP5 inh -6.0 and PP1 counter -10.
Screening O=C(CN1C(=O)NC2(CCc3ccccc32)C1=O)Nc1ccccc1Cl (stereo unspecified) returned JMJD2C inh -1, procasp7 counter -7, Efflux pump inh 0.0 and procasp3 activ 1.
For O=C(CC1CCCCC1)NCc1ccccc1 the results were JMJD2C inh -2, procasp7 counter 0, core dimer inh 3, TPT1 inhibitor -1, Efflux pump inh -0.1, CTSL1 counter 3, procasp3 activ 7, PP5 inh -0.7 and PP1 counter -4.
CC(C)(C)c1nnc2cccc(Cl)n12 was read as JMJD2C inh -10, procasp7 counter 5, core dimer inh 2, TPT1 inhibitor -3, Efflux pump inh 0.0, CTSL1 counter -4, procasp3 activ 1, PP5 inh -1.6 and PP1 counter -7.
CCOCN(C(=O)Cn1c(CO)nc2ccccc21)c1c(C)cccc1CC was read as JMJD2C inh 1, procasp7 counter 4, core dimer inh 4, TPT1 inhibitor 0, Efflux pump inh 0.0, CTSL1 counter 4, procasp3 activ 5, PP5 inh 0.7 and PP1 counter -1.
For CCn1c(SCC(=O)c2ccc(Cl)s2)nnc1-c1cccs1 the results were JMJD2C inh 4, procasp7 counter -10, core dimer inh 18, TPT1 inhibitor 3, Efflux pump inh 0.4, CTSL1 counter -2, procasp3 activ -4, PP5 inh 3.4 and PP1 counter 0.
COc1cc2c3nc4n(c(=O)c3n(CC(=O)NCC3CCCO3)c2cc1OC)CCS4 (stereo unspecified) was read as JMJD2C inh -1, procasp7 counter -1, core dimer inh -6, TPT1 inhibitor 1, Efflux pump inh 0.2, CTSL1 counter 2, procasp3 activ -10, PP5 inh 5.6 and PP1 counter 2.
`COc1ccc(Cl)cc1NC(=O)COC(=O)CCNC(C)=O` gave JMJD2C inh -4, procasp7 counter 11, core dimer inh -2, TPT1 inhibitor 5, Efflux pump inh 0.1, CTSL1 counter -5, procasp3 activ 10, PP5 inh 0.3 and PP1 counter -2.
`CC(C(N)=O)N1c2cccc3cccc(c23)S1(=O)=O` (stereo unspecified) gave JMJD2C inh 0, procasp7 counter -2, core dimer inh 13, TPT1 inhibitor -3, Efflux pump inh -0.1, CTSL1 counter -1, procasp3 activ -4, PP5 inh 1.7 and PP1 counter 2.
Screening COc1ccc(NC(=O)Nc2cccc3ccccc23)cc1S(N)(=O)=O returned JMJD2C inh 0, procasp7 counter 1, core dimer inh 2, TPT1 inhibitor 2, Efflux pump inh -0.1, CTSL1 counter -4, procasp3 activ -4, PP5 inh 3.6 and PP1 counter -6.
`O=C(Nc1ccc(Cl)cc1)C1CCC(=O)N1Cc1ccccc1Cl` (stereo unspecified) gave JMJD2C inh -4, procasp7 counter -1, core dimer inh 1, TPT1 inhibitor 0, Efflux pump inh 0.0, CTSL1 counter -1, procasp3 activ -6, PP5 inh 1.4 and PP1 counter 2.
COc1cc(/C=N/n2cnnc2)ccc1OCCOc1ccccc1 was read as JMJD2C inh 7, procasp7 counter 13, core dimer inh -8, TPT1 inhibitor -10, Efflux pump inh -0.1, CTSL1 counter 1, procasp3 activ 0, PP5 inh 1.1 and PP1 counter 2.
Cc1ccc(S(=O)(=O)NCCc2nnc(SCc3cccnc3)n2C)cc1 was read as JMJD2C inh -12, procasp7 counter 8, core dimer inh -9, TPT1 inhibitor -4, Efflux pump inh -0.1, CTSL1 counter 2, procasp3 activ 1, PP5 inh -1.3 and PP1 counter -2.
Screening COc1cccc(CN2CCNC(=O)C2CC(=O)N(C)CCC2CCOCC2)c1 (stereo unspecified) returned JMJD2C inh -2, procasp7 counter -7, core dimer inh 4, TPT1 inhibitor -6, Efflux pump inh -0.1, CTSL1 counter -5, procasp3 activ 2, PP5 inh 2.2 and PP1 counter -6.
For O=C(NCc1ccccc1)NC1CCCCC1 the results were JMJD2C inh -4, procasp7 counter -1, core dimer inh -3, TPT1 inhibitor 3, Efflux pump inh 0.0, CTSL1 counter -3, procasp3 activ 1, PP5 inh 3.1 and PP1 counter -3.
For O=C(NCC1CCCO1)/C(=C/c1ccccc1F)NC(=O)c1ccccc1 (stereo unspecified) the results were JMJD2C inh 19, procasp7 counter 5, core dimer inh 1, TPT1 inhibitor -2, Efflux pump inh -0.1, CTSL1 counter -1, procasp3 activ 1, PP5 inh 2.2 and PP1 counter 0.
`O=C(NCCC1=CCCCC1)C1CCN(S(=O)(=O)c2cccc3cccnc23)CC1` gave JMJD2C inh 11, procasp7 counter 2, core dimer inh 4, TPT1 inhibitor -1, Efflux pump inh 0.3, CTSL1 counter -3, procasp3 activ -9, PP5 inh 3.7 and PP1 counter -2.
Screening Cc1ccccc1S(=O)(=O)Cc1ccc(C(=O)N(C)C2CCCCC2)o1 returned JMJD2C inh 23, procasp7 counter 5, core dimer inh -6, TPT1 inhibitor -1, Efflux pump inh -0.1, CTSL1 counter -2, procasp3 activ 0, PP5 inh 1.4 and PP1 counter 0.
`O=C(NCCCn1ccnc1)/C(=C/c1cccnc1)NC(=O)c1ccco1` gave JMJD2C inh 1, procasp7 counter 5, core dimer inh -7, TPT1 inhibitor -7, Efflux pump inh -0.1, CTSL1 counter 1, procasp3 activ 5, PP5 inh 1.0 and PP1 counter -3.
CNC(=O)CCCCCNS(=O)(=O)c1ccc(C)cc1 was read as JMJD2C inh 13, procasp7 counter -5, core dimer inh -8, TPT1 inhibitor 0, Efflux pump inh 0.0, CTSL1 counter 0, procasp3 activ 3, PP5 inh 0.5 and PP1 counter 2.
CC(C)c1ccc(CNc2ccc([N+](=O)[O-])cn2)cc1 was read as JMJD2C inh 0, procasp7 counter 6, core dimer inh -4, TPT1 inhibitor -3, Efflux pump inh 0.1, CTSL1 counter 1, procasp3 activ -2, PP5 inh 4.5 and PP1 counter 3.
Cc1cc2cc(CN(CCCN3CCOCC3)C(=O)NC3CCCCC3)c(=O)[nH]c2cc1C was read as JMJD2C inh 8, procasp7 counter -8, core dimer inh 1, TPT1 inhibitor 2, Efflux pump inh -0.1, CTSL1 counter 1, procasp3 activ 1, PP5 inh -1.6 and PP1 counter -1.
Screening Cn1nc(C(=O)OCC(=O)Nc2cc(Cl)ccc2C#N)c2ccccc2c1=O returned JMJD2C inh -1, procasp7 counter 5, Efflux pump inh -0.1, procasp3 activ -4, PP5 inh 0.7 and PP1 counter 1.
NC(=O)C1CCN(c2ccnc3cc(Cl)ccc23)CC1 was read as JMJD2C inh -3, procasp7 counter -5, core dimer inh -3, TPT1 inhibitor -1, Efflux pump inh -0.1, CTSL1 counter 0, procasp3 activ 6, PP5 inh -1.2 and PP1 counter -3.
For CCOC(=O)c1sc(=N)n(-c2ccc(OC)cc2)c1C the results were JMJD2C inh 2, procasp7 counter -7, core dimer inh -10, TPT1 inhibitor -4, Efflux pump inh 0.0, CTSL1 counter 1, procasp3 activ 12, PP5 inh 2.9 and PP1 counter 3.
O=C(Nc1nccs1)c1ccc(-c2ccc(Cl)cc2Cl)o1 was read as JMJD2C inh -3, procasp7 counter -10, core dimer inh -11, TPT1 inhibitor -1, Efflux pump inh 0.0, CTSL1 counter 8, procasp3 activ -9, PP5 inh -0.9 and PP1 counter 3.

Screening data as filed in PubChem BioAssay.
